MC4R barr agon = agonists of human melanocortin 4 receptor (MC4R) beta-arrestin; U2OS MC4R beta-arrestin complementation, luminescence; percent of melanotan II response, DMSO zero; P32245; activation, % at 8.9 µM; 0.98% of 360,000 active;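 active means activation above a per-plate cutoff, the mean activation of sample wells on that plate plus 3 SD, cut at about 8% in these data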
Target sequence (P32245 whole entry, looked up): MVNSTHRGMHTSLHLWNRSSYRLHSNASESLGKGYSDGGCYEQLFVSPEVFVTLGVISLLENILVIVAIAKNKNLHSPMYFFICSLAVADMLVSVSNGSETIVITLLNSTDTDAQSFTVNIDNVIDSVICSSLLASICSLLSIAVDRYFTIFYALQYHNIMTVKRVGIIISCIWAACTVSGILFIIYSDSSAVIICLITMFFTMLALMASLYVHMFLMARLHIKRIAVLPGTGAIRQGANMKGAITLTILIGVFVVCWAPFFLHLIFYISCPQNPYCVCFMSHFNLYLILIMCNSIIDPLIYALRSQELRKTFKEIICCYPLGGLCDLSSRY
ABCB6 inh 2 = human ABCB6 transporter inhibition; Q9NP58; K562-ABCB6 porphyrin accumulation, flow cytometry, 1 h; hits give low values; fluorescence ratio to DMSO, % at 10 µM; 0.19% of 360,000 active; AID 602162;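 active means fluorescence ratio to DMSO below 75%, the collection mean minus 3 SD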;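 further: signal is porphyrin accumulated inside mitochondria; 100% equals median channel fluorescence of DMSO control wells; lower ratio means ABCB6 inhibition with less porphyrin fluorescence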
N-glyco inh = N-linked glycosylation inhibition; D54 ERlucT glycosylation luciferase reporter, 24 h; percent of 100 nM tunicamycin response; reporter increase, % at 12.5 µM; 0.23% of 360,000 active; AID 588692;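 active means mean luciferase reporter signal, scaled so untreated is 0 and the glycosylation-blocking control 100, at or above a set limit in every replicate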;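 further: luciferase carries N-glycosylation sites so blocking glycosylation raises the light; 0% = median of neutral control wells and 100% = median of 100 nM tunicamycin wells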
NOD2-RIPK2 inh = blocks binding of human NOD2 to RIPK2. O43353. CHO BLA complementation NOD2-RIPK2, CCF4 ratio. inhibition, % at 4.98 µM. 0.38% of 360,000 active. AID 624267; in the data active means inhibition above about 21%;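 further: 0% = vehicle only and 100% = reference blocker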
Target sequence (O43353 whole entry, looked up): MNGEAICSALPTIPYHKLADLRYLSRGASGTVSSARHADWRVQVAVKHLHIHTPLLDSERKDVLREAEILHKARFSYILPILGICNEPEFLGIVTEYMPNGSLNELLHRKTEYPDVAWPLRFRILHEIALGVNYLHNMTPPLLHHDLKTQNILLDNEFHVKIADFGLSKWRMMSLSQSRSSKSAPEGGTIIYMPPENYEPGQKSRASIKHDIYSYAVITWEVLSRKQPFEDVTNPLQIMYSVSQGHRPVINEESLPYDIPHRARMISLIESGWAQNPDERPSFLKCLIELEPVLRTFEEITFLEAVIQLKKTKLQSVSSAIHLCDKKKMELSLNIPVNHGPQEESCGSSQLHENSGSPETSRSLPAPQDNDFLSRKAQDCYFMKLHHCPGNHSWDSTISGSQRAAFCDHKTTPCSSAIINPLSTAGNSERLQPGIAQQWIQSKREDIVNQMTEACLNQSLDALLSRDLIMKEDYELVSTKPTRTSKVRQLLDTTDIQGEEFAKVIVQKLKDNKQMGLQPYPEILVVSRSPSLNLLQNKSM
TLR9-MyD88 inh = inhibitors of human TLR9-MyD88 binding | CHO BLA complementation TLR9-MyD88, CCF4 FRET ratio | AID 504734 | 0.21% of 340,000 active | inhibition, % at 4.98 µM;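 active means inhibition above the mean over all tested compounds plus 3 SD, cut at about 21% in these data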;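 further: 0% = DMSO only wells and 100% = clavulanate BLA inhibitor control wells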
ABHD5 PLIN5 PPI = blocks binding of human ABHD5 to perilipin-5; Q00G26+Q8WTS1; Split G. princeps luciferase complementation, luminescence, 4 h; inhibition, % at 4 µM; 0.78% of 360,000 active; AID 602281;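 active means inhibition above the mean inhibition across every tested compound plus 3 SD, cut at about 22% in these data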;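 further: 0% = DMSO only wells and the 100% control is not disclosed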
Granule exo inh = blocks lytic granule exocytosis | inhibition, % at 10 µM | TALL-104 LAMP-1 surface exposure, flow cytometry; cells stimulated with thapsigargin and PMA | 0.66% of 360,000 active;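 active means inhibition above about 55%, limit read from the data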
MC4R antag cAMP = human MC4R antagonism in cAMP assay; P32245; MC4R-expressing cells, MTII-stimulated cAMP, LANCE TR-FRET; inhibition, % at 6.5 µM; 0.48% of 360,000 active;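 active means inhibition above its plate's cutoff, the mean of tested wells on that plate plus 3 SD, cut at about 29% in these data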;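 further: 0% = Melanotan II alone and 100% = Melanotan II plus saturating MCL0020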
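material = U2OS cells stably expressing human melanocortin 4 receptor (MC4R) | also added = Melanotan II challenge | dosing = single nominal compound dose of 6.5 µM | detection = TR-FRET with Eu-cAMP and labeled anti-cAMP, 671 nm | replication = singlicate | timing = compound 30 min, challenge 1 h, detection 1 h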
Vif imaging = HIV Vif inhibition; HEK293T cells, Vif self-association by quenched fluorescence, imaging, 24 h; AID 602346; 0.35% of 340,000 active; inhibition, % at 7.49 µM; in the data active means inhibition above about 50%, passing the limit was not always enough; further: some results filed as inactive read as strong as hits
aDG glyco act = alpha-DG glycosylation activation; Pro5-aDG cells, alpha-DG glycosylation AlphaScreen (IIH6); 0% Pro5, 100% B10-LARGE cell signal; activation, % at 10 µM; 0.22% of 360,000 active;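 active means activation of at least 8% versus controls, or a plate z-score of at least 8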;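 further: Pro5 are CHO cells carrying HIG-tagged alpha-DG that lacks glycosylation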
The depositor's hits bear a star.

`Cc1nc(SCC(=O)NCC2CCCO2)c2cc(-c3ccccc3)sc2n1` (configuration not stated) gave MC4R barr agon 0.2, ABCB6 inh 2 99, N-glyco inh -11, NOD2-RIPK2 inh 7, TLR9-MyD88 inh -2, ABHD5 PLIN5 PPI 6, Granule exo inh 1, MC4R antag cAMP 2, Vif imaging -19 and aDG glyco act 0.2.
`C[C@H]1NC(=O)[C@]2(C)[C@@H](c3ccccc3)[C@H]3COc4ccccc4[C@@H]3N2C1=O` gave MC4R barr agon 0.4, ABCB6 inh 2 100, N-glyco inh 2, NOD2-RIPK2 inh 8, TLR9-MyD88 inh -16, ABHD5 PLIN5 PPI -3, Granule exo inh -4, MC4R antag cAMP 9, Vif imaging -11 and aDG glyco act -0.3.
For CCCCCNC(=O)C(c1cccc2ccccc12)n1c(=O)c(-c2ccccc2)nc2ccccc21 (configuration not stated) the results were NOD2-RIPK2 inh -15, ABHD5 PLIN5 PPI -2, Granule exo inh -4 and aDG glyco act -0.4.
For O=C(NCc1ccccc1)C1CCCN(S(=O)(=O)c2ccc(-n3cnnn3)cc2)C1 (configuration not stated) the results were MC4R barr agon -1.4, ABCB6 inh 2 93, N-glyco inh 0, NOD2-RIPK2 inh 0, TLR9-MyD88 inh 6, ABHD5 PLIN5 PPI 5, Granule exo inh 7, MC4R antag cAMP 6, Vif imaging 0 and aDG glyco act -0.1.
Screening O=C(CNC(=O)c1ccc(Cl)cc1)N/N=C/C=C/c1ccccc1 returned MC4R barr agon 0.1, ABCB6 inh 2 100, N-glyco inh 0, NOD2-RIPK2 inh -8, TLR9-MyD88 inh -4, ABHD5 PLIN5 PPI 4, Granule exo inh 3, MC4R antag cAMP 3, Vif imaging 0 and aDG glyco act -0.2.
Screening Cc1ccccc1-c1ccc2c(c1)O[C@@H](CN(C)Cc1ccc(C(=O)O)cc1)[C@@H](C)CN([C@H](C)CO)S2(=O)=O returned MC4R barr agon 0.5, ABCB6 inh 2 107, N-glyco inh 0, NOD2-RIPK2 inh -2, TLR9-MyD88 inh 0, ABHD5 PLIN5 PPI -7, Granule exo inh 4, MC4R antag cAMP -4, Vif imaging -13 and aDG glyco act -0.2.
`O=C(Nc1ccc(N2CCOCC2)cc1Cl)C1CCN(C(=O)OCc2ccccc2)CC1` gave MC4R barr agon 2.4, ABCB6 inh 2 98, N-glyco inh -6, NOD2-RIPK2 inh -6, TLR9-MyD88 inh -14, ABHD5 PLIN5 PPI -9, Granule exo inh -2, MC4R antag cAMP -10, Vif imaging 14 and aDG glyco act 0.4.
`Cc1cc2cc(C)c(NCCNC(=O)c3ccccc3F)nc2cc1C` gave MC4R barr agon -2.2, ABCB6 inh 2 101, N-glyco inh -1, NOD2-RIPK2 inh -8, TLR9-MyD88 inh -2, ABHD5 PLIN5 PPI 3, Granule exo inh 1, MC4R antag cAMP 13, Vif imaging -5 and aDG glyco act 0.7.
Screening Cn1c(=O)[nH]c(=O)c2c1nc(SCCO)n2CC(O)COc1ccccc1 (configuration not stated) returned MC4R barr agon -1.6, ABCB6 inh 2 99, N-glyco inh 4, NOD2-RIPK2 inh -7, TLR9-MyD88 inh -6, ABHD5 PLIN5 PPI -11, Granule exo inh -4, MC4R antag cAMP 21, Vif imaging -1 and aDG glyco act 0.0.
`COc1cccc(/C=C2\SC(=O)N(CCC(=O)NCCCn3ccnc3)C2=O)c1` gave MC4R barr agon -3.0, ABCB6 inh 2 100, N-glyco inh 2, NOD2-RIPK2 inh 9, TLR9-MyD88 inh 0, ABHD5 PLIN5 PPI 5, Granule exo inh 1, MC4R antag cAMP 1, Vif imaging -2 and aDG glyco act -0.4.
For O=c1cc(-c2ccccc2F)oc2ccccc12 the results were MC4R barr agon -1.0, ABCB6 inh 2 93, N-glyco inh -1, NOD2-RIPK2 inh 2, TLR9-MyD88 inh 1, ABHD5 PLIN5 PPI -1, Granule exo inh -2, MC4R antag cAMP -1, Vif imaging 2 and aDG glyco act -0.1.
Screening NC(=O)c1ccc(N2CCN(c3ccc(O)cc3)CC2)c([N+](=O)[O-])c1 returned MC4R barr agon -3.5, ABCB6 inh 2 99, N-glyco inh -3, NOD2-RIPK2 inh -11, TLR9-MyD88 inh -13, ABHD5 PLIN5 PPI 10, Granule exo inh 3, MC4R antag cAMP 3, Vif imaging -1 and aDG glyco act -0.2.
For O=C1c2ccccc2NC(c2ccccc2O)N1NS(=O)(=O)c1ccccc1 (configuration not stated) the results were MC4R barr agon -2.9, ABCB6 inh 2 100, N-glyco inh 2, NOD2-RIPK2 inh 9, TLR9-MyD88 inh 3, ABHD5 PLIN5 PPI -9, Granule exo inh -5, MC4R antag cAMP 14, Vif imaging 10 and aDG glyco act -0.3.
Screening Cc1ccc(C(=O)NCC(=O)N2CCC(Cc3ccccc3)CC2)cc1 returned MC4R barr agon -0.7, ABCB6 inh 2 99, N-glyco inh -4, NOD2-RIPK2 inh -9, TLR9-MyD88 inh -9, ABHD5 PLIN5 PPI -9, Granule exo inh 8, MC4R antag cAMP 15, Vif imaging 0 and aDG glyco act -0.1.
For Cc1nn(Cc2ccccc2)c(C)c1C(=O)N1CCN(S(=O)(=O)/C=C/c2ccccc2)CC1 the results were MC4R barr agon -1.5, ABCB6 inh 2 92, N-glyco inh -2, NOD2-RIPK2 inh -10, TLR9-MyD88 inh -3, ABHD5 PLIN5 PPI -12, Granule exo inh -4, MC4R antag cAMP -1, Vif imaging 18 and aDG glyco act 0.4.
Screening CCOCc1cn(CC(=O)c2ccc(Cl)cc2)c(C)nc1=N returned MC4R barr agon 1.6, ABCB6 inh 2 100, N-glyco inh 0, NOD2-RIPK2 inh -9, TLR9-MyD88 inh -4, ABHD5 PLIN5 PPI -4, Granule exo inh 1, MC4R antag cAMP 5, Vif imaging 2 and aDG glyco act 0.2.
Screening CCOc1ccccc1N(CC(=O)NCC1CCCO1)C(=O)CCC(=O)Nc1ccccn1 (configuration not stated) returned MC4R barr agon -0.2, ABCB6 inh 2 87, N-glyco inh 0, NOD2-RIPK2 inh 0, TLR9-MyD88 inh 1, ABHD5 PLIN5 PPI 5, Granule exo inh -2, MC4R antag cAMP 3, Vif imaging 3 and aDG glyco act 0.0.
CC(C)(C)OC(=O)N1CCC(NC(=O)c2[nH]c(C(F)(F)F)nc2-c2ccccc2)CC1 was read as ABCB6 inh 2 97, N-glyco inh -2, NOD2-RIPK2 inh -4, ABHD5 PLIN5 PPI -9, Granule exo inh -2, Vif imaging -3 and aDG glyco act -0.2.
`CCOc1ccc(C(=O)NC(=S)Nc2cccc(NC(=O)c3ccco3)c2)cc1[N+](=O)[O-]` gave MC4R barr agon -5.5, ABCB6 inh 2 100, N-glyco inh 0, NOD2-RIPK2 inh 10, TLR9-MyD88 inh -3, ABHD5 PLIN5 PPI 2, Granule exo inh -4, MC4R antag cAMP -4, Vif imaging -3 and aDG glyco act -0.3.
For NC(=O)Cn1cnc2nc3n(c2c1=O)CCC3 the results were MC4R barr agon -2.0, ABCB6 inh 2 99, N-glyco inh 0, NOD2-RIPK2 inh -9, TLR9-MyD88 inh -5, ABHD5 PLIN5 PPI 3, Granule exo inh -3, MC4R antag cAMP 4, Vif imaging -3 and aDG glyco act -0.1.
Screening C=C(C)C1CC=C(C)/C(=N/NC(=O)c2cccc([N+](=O)[O-])c2)C1 (configuration not stated) returned MC4R barr agon -0.4, ABCB6 inh 2 102, N-glyco inh 1, NOD2-RIPK2 inh -17, TLR9-MyD88 inh -12, ABHD5 PLIN5 PPI -3, Granule exo inh -2, MC4R antag cAMP 18, Vif imaging -2 and aDG glyco act -0.1.
`Cn1c(=O)c2c(nc(N3CCc4ccccc4C3)n2C)n(C)c1=O` gave MC4R barr agon -0.1, ABCB6 inh 2 99, N-glyco inh 1, NOD2-RIPK2 inh -4, TLR9-MyD88 inh -19, ABHD5 PLIN5 PPI 6, Granule exo inh -1, MC4R antag cAMP 17, Vif imaging -1 and aDG glyco act 0.2.
COc1ccccc1/C=C/C(=O)NC(=S)NCC1CCCO1 (configuration not stated) was read as MC4R barr agon -3.1, ABCB6 inh 2 94, N-glyco inh -1, NOD2-RIPK2 inh 3, TLR9-MyD88 inh -1, ABHD5 PLIN5 PPI -4, Granule exo inh -1, MC4R antag cAMP 3, Vif imaging -6 and aDG glyco act -0.1.
`CC(C)N1CC23C=CC(O2)C(C(=O)OCc2ccccc2)C3C1=O` (configuration not stated) gave MC4R barr agon 0.1, ABCB6 inh 2 98, N-glyco inh -4, NOD2-RIPK2 inh -4, TLR9-MyD88 inh 4, ABHD5 PLIN5 PPI 11, Granule exo inh 8, MC4R antag cAMP 0, Vif imaging 5 and aDG glyco act 0.0.
`COc1ccc(C2OC(=O)CC2C(=O)NCc2ccc(Cl)cc2)cc1OC` (configuration not stated) gave MC4R barr agon -1.7, ABCB6 inh 2 97, N-glyco inh 0, NOD2-RIPK2 inh -10, TLR9-MyD88 inh 2, ABHD5 PLIN5 PPI 3, Granule exo inh 0, MC4R antag cAMP 4, Vif imaging -1 and aDG glyco act 0.6.
`Cc1c(Cl)cccc1-n1c(SCC(=O)N(C)Cc2ccccc2)nnc1-c1ccncc1` gave MC4R barr agon -2.5, ABCB6 inh 2 89, N-glyco inh -2, NOD2-RIPK2 inh -2, TLR9-MyD88 inh -4, ABHD5 PLIN5 PPI 5, Granule exo inh 35, MC4R antag cAMP 7, Vif imaging -15 and aDG glyco act 4.7.
Screening c1ccc(N2N=C(c3cccs3)CC2c2ccco2)cc1 (configuration not stated) returned MC4R barr agon 0.1, ABCB6 inh 2 110, N-glyco inh 1, NOD2-RIPK2 inh -94, TLR9-MyD88 inh -4, ABHD5 PLIN5 PPI -5, Granule exo inh -1, MC4R antag cAMP -2, Vif imaging 1 and aDG glyco act 2.6.
`NC(=O)C1CCN(C2CC(=O)N(c3cccc(F)c3)C2=O)CC1` (configuration not stated) gave MC4R barr agon -1.8, ABCB6 inh 2 117, N-glyco inh 4, NOD2-RIPK2 inh -4, TLR9-MyD88 inh -8, ABHD5 PLIN5 PPI 3, Granule exo inh 1, MC4R antag cAMP -2, Vif imaging 3 and aDG glyco act 0.0.
Cc1ccc(S(=O)(=O)N(CCCc2c(C)nc[nH]c2=O)c2ccccc2)cc1 was read as MC4R barr agon -0.5, ABCB6 inh 2 94, N-glyco inh -1, NOD2-RIPK2 inh -6, TLR9-MyD88 inh -7, ABHD5 PLIN5 PPI 3, Granule exo inh -21, MC4R antag cAMP -6, Vif imaging -4 and aDG glyco act 0.2.

No new results follow: 2 of the compounds above.
Screening C=C(C)C1CC=C(C)/C(=N/NC(=O)c2cccc([N+](=O)[O-])c2)C1 (configuration not stated) returned MC4R barr agon -0.4, ABCB6 inh 2 102, N-glyco inh 1, NOD2-RIPK2 inh -17, TLR9-MyD88 inh -12, ABHD5 PLIN5 PPI -3, Granule exo inh -2, MC4R antag cAMP 18, Vif imaging -2 and aDG glyco act -0.1.
`Cn1c(=O)c2c(nc(N3CCc4ccccc4C3)n2C)n(C)c1=O` gave MC4R barr agon -0.1, ABCB6 inh 2 99, N-glyco inh 1, NOD2-RIPK2 inh -4, TLR9-MyD88 inh -19, ABHD5 PLIN5 PPI 6, Granule exo inh -1, MC4R antag cAMP 17, Vif imaging -1 and aDG glyco act 0.2.

From PubChem

Only part of the results is shown (hit frequency here may not be typical).
